M. tuberculosis HTS – M. tuberculosis growth inhibition, HTS (AID 449762) | M. tuberculosis H37Rv growth inhibition, 7H9 media; higher % means a stronger effect | one-dose inhibition, % at 25 µM; IC50 in µM for titrated hits | actives 0.59% (n = 330,000); in the data active = a potency from the dose series; inconclusive = inhibition above about 70% without an active follow-up result;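 note: bacterial growth assessed after seven days of incubation; strong numbers were not always called active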
PhoP GFP inhibition – PhoP regulon inhibitors, Salmonella typhi PhoP promoter GFP reporter, confirmatory (AID 1850); inhibition, % at 50 µM; hits with a dose series show IC50 in µM; actives 0.33% (n = 310,000); Salmonella Typhi PhoP-promoter GFP reporter, fluorescence, 4 h; higher % means a stronger effect; in the data active = a potency from the dose series; inconclusive = inhibition mostly from about 25% at the one dose, without a potency; inactive = the rest, 99 in 100 with inhibition below about 19%;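 note: 0% = induced wells with vehicle and 100% = uninduced wells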
M. tuberculosis – growth inhibition of non-replicating M. tuberculosis (AID 488890); inhibition, % at 25 µM, or IC50 in µM where a hit was titrated; actives 0.39% (n = 320,000); Mycobacterium tuberculosis non-replicating, growth inhibition; higher % means a stronger effect; in the data active = a potency from the dose series; inconclusive = inhibition mostly from about 82% at the one dose, without a potency; inactive = the rest, 99 in 100 with inhibition below about 76%;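 note: plate controls were DMSO cells for no effect and high antibiotic wells for full effect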
H1N1 NS1A inhibition – H1N1 influenza NS1A inhibitors, functional cell based assay (AID 504329). NS1A functional cell-based assay, percent inhibition; higher % means a stronger effect. inhibition, % at 12.5 µM, or IC50 in µM where a hit was titrated. actives 0.3% (n = 340,000); in the data active = a potency from the dose series; inconclusive = inhibition above about 27% without an active follow-up result; note: strong numbers were not always called active
VEEV TC-83 Vero – inhibitors of VEEV TC-83 cytopathic effect, confirmation, Vero cells (AID 588727) | Vero cells, VEEV TC-83 cytopathic effect inhibition; higher % means a stronger effect | one-dose inhibition, % at 20 µM; IC50 in µM for titrated hits | actives 0.13% (n = 350,000); in the data active = a potency from the dose series; inconclusive = inhibition mostly from about 14% at the one dose, without a potency; inactive = the rest, 99 in 100 with inhibition below about 12%; note: strong numbers were not always called active
VEEV TC-83 Vero 10K pilot screen – recorded beside VEEV TC-83 Vero, whose call it bears; inhibition, %; measured here: 10K pilot screen inhibition
* marks the source's active call; other numbers are inactive results; i = inactive; ? = inconclusive; / = no result given. Compounds were not picked by outcome. Share with any hit: about 1.5%.

SMILES	M. tuberculosis HTS	PhoP GFP inhibition	M. tuberculosis	H1N1 NS1A inhibition	VEEV TC-83 Vero	others
Fc1cccc(CNCC2CCCO2)c1 (centres undefined)	-16%	-9%	24%	5%	i
CC1=CC(=O)N(c2ccc(C)cc2)C1c1ccc(Cl)cc1 (centres undefined)	-4%	-4%	52%	-6%	1.9%
COc1ccc(Cl)cc1NC(=O)CSc1nnc(CNC(=O)c2ccco2)o1	3%	-7%	-15%	-13%	i	VEEV TC-83 Vero 10K pilot screen=0.0
COc1ccc(-c2cc(C(F)(F)F)n3ncc(C(=O)NCc4ccco4)c3n2)cc1	12%	-13%	10%	2%	3.4%
O=C(CCn1ccc2cc(S(=O)(=O)N3CCCC3)ccc21)NCc1ccccc1F	4%	0%	13%	-2%	1.4%
O=C(NC1(C(F)(F)F)NC(=O)N(Cc2ccco2)C1=O)c1cccs1 (centres undefined)	-5%	7%	2%	-1%	2.7%	VEEV TC-83 Vero 10K pilot screen=4.8
CCCCNc1nc(=S)n(-c2ccccc2)c(C)c1C(C)=O	-7%	5%	-22%	10%	0.1%
COC(=O)C1=C(C(=O)OC)[C@@H]2Nc3ccccc3[C@@]23C[C@@H](C(=O)OC)N=C3N1	16%	-2%	-9%	-13%	i
Cc1ccc(NC(=O)Nc2ccc3c(c2)nnn3C)cc1C	1%	-5%	18%	3%	1.1%
CN1/C(=C\C=N\NC(=O)c2cccnc2)C(C)(C)c2ccccc21	?	5%	i	-3%	0.8%
Cc1ccc(NC(=S)NC2CCSc3ccccc32)cc1C (centres undefined)	-7%	-13%	69%	1%	3.5%
CC1(C)NC(=O)N(CC(=O)Nc2cc(S(=O)(=O)N3CCOCC3)ccc2N2CCOCC2)C1=O	3%	2%	-10%	/	/
Cc1ccc(NC(=O)c2ccc3c(c2)C(=O)N(c2cc(C)ccc2C)C3=O)nc1	11%	-1%	-11%	-7%	1.0%
COC(=O)c1ccccc1NC(=O)CS(=O)(=O)Cc1nc(-c2ccc(C)cc2)oc1C	2%	7%	35%	-18%	3.9%
COc1cc(SC)ccc1C(=O)NCc1ccccc1	10%	8%	25%	-2%	1.1%
COc1ccc(-c2cc(-c3n[nH]c(=S)n3-c3cccc4ccccc34)[nH]n2)cc1	12%	1%	-5%	5%	11%
CC(C)(C)SCCNC(=O)c1ccc(NS(C)(=O)=O)cc1	8%	6%	-4%	1%	1.1%
COc1ccc(CNC(=O)c2cc(-n3cnnc3)ccc2Cl)cc1	-4%	-3%	2%	-1%	3.0%
CCOC(=O)c1oc2ccc(CNC3CCCCC3)c(Cl)c2c1C	16%	7%	71%	5%	i
Cc1ccccc1NC(=O)Cc1nnc(SCC(=O)NC2CCCCC2)n1C	6%	2%	0%	-3%	1.9%
CC12CCC(=O)N1C(C(=O)Nc1nc3ccccc3s1)CS2 (centres undefined)	-9%	/	-3%	-3%	0.5%
Cc1ccc(O)c(NC(=O)CN(C)S(=O)(=O)c2ccc(Cl)cc2)c1	1%	-4%	4%	4%	0.9%
CN1CCN(C(=O)c2ccc(Oc3ccc([N+](=O)[O-])cc3)cc2)CC1	2%	6%	5%	-12%	0.2%
CSc1nnc(-c2nnc(SC)n2-c2ccccc2)n1-c1ccccc1	-7%	-8%	-6%	2%	1.3%
CC(=O)c1cccc(NC(=O)Nc2cnn(Cc3ccc(Cl)cc3Cl)c2)c1	-4%	-8%	22%	6%	i
CNS(=O)(=O)c1cccc(C(=O)OCC(=O)Nc2ccc3ccccc3c2)c1	-6%	/	-9%	-2%	i
O=C(O)c1cc(N/N=C/c2ccc(-c3ccc(F)cc3)o2)ccc1Cl	14%	4%	17%	9%	1.3%
CCO/C=C1\C(=O)N(c2ccccc2)C(=O)c2ccccc21	10%	-8%	-6%	4%	1.5%
O=C(CC1C(=O)NCCN1Cc1ccccc1C(F)(F)F)NCCc1ccccn1 (centres undefined)	3%	-3%	-5%	-3%	0.4%
O=C(CC1CCCC1)OCn1nnc2ccccc2c1=O	?	8%	i	-3%	2.8%
O=C(C1CCC(=O)N(C2CCCCCC2)C1)N1CCN(c2ccccc2Cl)CC1 (centres undefined)	2%	-12%	5%	-13%	4.9%
COc1cccc(CNC(=O)C2CCN(S(=O)(=O)c3c(C)nn(C)c3C)CC2)c1	-11%	-8%	-14%	-6%	i
CCCCn1c(-c2sccc2C)n[nH]c1=S	0%	-8%	-6%	-1%	1.7%	VEEV TC-83 Vero 10K pilot screen=3.1
O=c1[nH]c(N2CCOCC2)nc2ncn(Cc3ccccc3)c12	1%	4%	4%	-1%	1.5%
CCOC(=O)c1[nH]c(C)c(C(=O)OCC(=O)NCc2ccc(Cl)cc2)c1C	-8%	/	-3%	-7%	1.7%
C=CCNc1nc(NCCN2CCOCC2)nc(OC)n1	-10%	17%	-11%	0%	i
CCOC(=O)c1ccc2c(c1)n(CC)c(/C=C/Nc1ccccc1)[n+]2CC	4%	19%	14%	0%	0.2%
C[C@@H](NC(=O)C(=O)c1c[nH]c2ccccc12)c1ccccc1	-4%	8%	15%	6%	1.4%
C=CCNC(=O)CCc1nnc(C2(c3ccc(Cl)cc3)CCC2)o1	1%	-7%	33%	5%	i
COc1cc(NS(=O)(=O)c2ccc(Nc3nc(-c4ccccc4)cs3)cc2)nc(OC)n1	5%	-2%	25%	0%	5.9%
Cc1c(OC(C)C(=O)NCCN2CCOCC2)ccc2c3c(c(=O)oc12)CCC3 (centres undefined)	-12%	-8%	-4%	-6%	3.0%
Cn1cc(S(=O)(=O)NCc2ccc(F)cc2)c(=O)n(C)c1=O	5%	-1%	-1%	-10%	2.5%
CN(C[C@H](Cc1ccccc1)N(CCN(CCc1ccccc1)N=O)N=O)N=O	2%	-16%	5%	4%	i	VEEV TC-83 Vero 10K pilot screen=0.0
Cc1ccc(/C=C/C(=O)NCc2cccs2)cc1	9%	-1%	17%	-10%	0.2%
CCSc1nnc(NC(=O)C2CCN(S(=O)(=O)c3cc(C(F)(F)F)ccc3Cl)CC2)s1	-16%	-10%	13%	14%	2.5%	VEEV TC-83 Vero 10K pilot screen=1.5
COc1cccc(NC(=O)Nc2nnc(-c3ccccc3SCc3ccccc3)s2)c1	5%	-4%	1%	4%	2.3%
Cc1ccc2c(c1)C(=O)C(=O)N2CCCOc1ccccc1	6%	11%	i	-27%	3.6%
COc1ccc(NC(=O)Cn2c(=O)c(C)nc3ccccc32)cc1Cl	3%	8%	14%	-4%	i
COc1cc2[nH]cc(C(=O)NCc3cccs3)c(=O)c2cc1OC	-9%	-5%	11%	-19%	3.7%
O=C(c1nc2nc(-c3ccccc3)cc(C(F)(F)F)n2n1)N1CCOCC1	2%	9%	-13%	5%	1.1%
CCCNS(=O)(=O)c1ccc(OCC(=O)N2CCN(Cc3ccccc3)CC2)cc1	8%	-11%	2%	6%	i
COCCN(C(=O)COC(=O)c1cccnc1Cl)c1c(N)n(Cc2ccccc2)c(=O)[nH]c1=O	0%	-1%	-6%	-9%	1.9%
CC(=O)c1ccc(-c2ccc(C(=O)N3CCCc4ccccc43)o2)cc1	41%	8%	67%	5%	4.7%
Cn1c(=O)c2c(nc(CCc3ccccc3)n2C)n(C)c1=O	/	/	/	-25%	1.7%
CCCN1CCN(C2CCCCC2NS(=O)(=O)c2ccc(Cl)cc2)CC1 (centres undefined)	8%	-1%	16%	4%	0.8%
CC1CCC2(CC1)NC(=O)N(CC(=O)N(Cc1ccccc1)C(C)(C)C)C2=O (centres undefined)	0%	/	-8%	-4%	2.1%
Cc1ccc(-n2nc3c(=O)n(C(C)C(=O)NCCC4=CCCCC4)nc(C)c3c2C)cc1 (centres undefined)	-2%	-22%	21%	-3%	1.9%
Cn1nc(-c2ccc(Cl)cc2)cc1NC(=O)CC(C)(C)CC(=O)O	-12%	0%	1%	/	0.6%
Cc1nn(CCc2nn[nH]n2)c2nc(-c3ccc(Br)cc3)cc(C(F)(F)F)c12	4.6µM*	2%	74%	4%	4.7%
Cc1ccccc1NCC(=O)N=Nc1c(O)[nH]c2ccc([N+](=O)[O-])cc12	12%	4%	3%	-2%	0.6%

The results go on:
SMILES	M. tuberculosis HTS	PhoP GFP inhibition	M. tuberculosis	H1N1 NS1A inhibition	VEEV TC-83 Vero	others
O=C(Nc1ccc(Cl)cc1)N1CCOC12CCC1(CC2)OCCO1	5%	29%	-1%	8%	i
COC(=O)c1ccc(NC(=O)CNCc2ccncc2)cc1	1%	-15%	1%	-5%	0.1%
O=C(C1CCCN(S(=O)(=O)c2cccc3nsnc23)C1)N1CCc2ccccc2C1 (centres undefined)	6%	3%	18%	1%	9.3%
Cc1[nH]n(-c2nc(-c3ccccc3F)cc(=O)[nH]2)c(=O)c1CCO	2%	6%	-17%	-3%	0.6%
CCCCc1cc(=O)oc2cc(OC(C)C(=O)NCC3CCC(C(=O)O)CC3)c(Cl)cc12 (centres undefined)	-3%	-2%	36%	-6%	0.4%
O=S(=O)(c1ccccc1)N1CCN(c2nc(-c3cccnc3)nc3ccccc23)CC1	/	/	/	8%	8.6%
O=c1c2cc([N+](=O)[O-])ccc2nc2n1CCCC2	0%	-15%	-4%	-5%	0.7%
O=C(Nc1ccc(S(=O)(=O)N2CCN(Cc3ccccc3)CC2)cc1)c1cnccn1	-4%	13%	6%	2%	i
O=C1OC(c2cccs2)=N/C1=C/c1ccc(-c2cccc(C(=O)O)c2)o1	/	/	/	-4%	1.9%
CCC1(C)Cc2ccccc2C(Nc2c(C)n(C)n(-c3ccccc3)c2=O)=N1 (centres undefined)	-3%	-6%	1%	0%	0.5%
COc1ccc(NC(=O)N(C)C[C@H]2Oc3c(NC(=O)C4CCCCC4)cccc3C(=O)N([C@H](C)CO)C[C@@H]2C)cc1	6%	/	15%	-26%	i
O=C(NCCCN1CCCC1)c1ccc(CS(=O)(=O)c2ccc(Br)cc2)o1	-5%	-5%	22%	5%	0.8%
CC1CC(C)C(=O)C(C(CC2CC(=O)NC(=O)C2)OC(=O)CC(=O)c2ccccc2)C1 (centres undefined)	/	/	/	-7%	>25µM*
CC(=O)c1ccc(OC(C)C(=O)OCC(=O)NCCc2ccccc2)cc1 (centres undefined)	1%	/	26%	-7%	i
CCn1nc(NC(=O)c2ccco2)c2cc3ccccc3nc21	2%	-9%	19%	-8%	2.9%
CN(CC(=O)Nc1ccccc1Cl)C(=O)COC(=O)Cc1c(F)cccc1Cl	-22%	-5%	6%	-9%	1.4%
CS(=O)(=O)c1ccc(Cl)c(S(=O)(=O)NCc2ccccc2)c1	10%	3%	-7%	-3%	i

Eleven structures already listed, ordered by count of non-hydrogen atoms, low to high:
SMILES	M. tuberculosis HTS	PhoP GFP inhibition	M. tuberculosis	H1N1 NS1A inhibition	VEEV TC-83 Vero	others
O=c1c2cc([N+](=O)[O-])ccc2nc2n1CCCC2	0%	-15%	-4%	-5%	0.7%
CS(=O)(=O)c1ccc(Cl)c(S(=O)(=O)NCc2ccccc2)c1	10%	3%	-7%	-3%	i
CCn1nc(NC(=O)c2ccco2)c2cc3ccccc3nc21	2%	-9%	19%	-8%	2.9%
O=C(Nc1ccc(Cl)cc1)N1CCOC12CCC1(CC2)OCCO1	5%	29%	-1%	8%	i
O=C1OC(c2cccs2)=N/C1=C/c1ccc(-c2cccc(C(=O)O)c2)o1	/	/	/	-4%	1.9%
CC(=O)c1ccc(OC(C)C(=O)OCC(=O)NCCc2ccccc2)cc1 (centres undefined)	1%	/	26%	-7%	i
CN(CC(=O)Nc1ccccc1Cl)C(=O)COC(=O)Cc1c(F)cccc1Cl	-22%	-5%	6%	-9%	1.4%
O=C(C1CCCN(S(=O)(=O)c2cccc3nsnc23)C1)N1CCc2ccccc2C1 (centres undefined)	6%	3%	18%	1%	9.3%
CC1CC(C)C(=O)C(C(CC2CC(=O)NC(=O)C2)OC(=O)CC(=O)c2ccccc2)C1 (centres undefined)	/	/	/	-7%	>25µM*
CCCCc1cc(=O)oc2cc(OC(C)C(=O)NCC3CCC(C(=O)O)CC3)c(Cl)cc12 (centres undefined)	-3%	-2%	36%	-6%	0.4%
COc1ccc(NC(=O)N(C)C[C@H]2Oc3c(NC(=O)C4CCCCC4)cccc3C(=O)N([C@H](C)CO)C[C@@H]2C)cc1	6%	/	15%	-26%	i

Source: PubChem BioAssay (Southern Research Specialized Biocontainment Screening Center)
